HCMV antiviral: qHTS Assay for inhibitors of the human cytomegalovirus (HCMV); HFF cells, HCMV-luciferase reporter, 72 h; active compounds read low; activity change, negative = inhibition, % at 57.5 µM; 4.5% of 410,000 active; in the data active = activity change below about -60%; inconclusive = no clear call, values can overlap the other calls; inactive = above about -39%
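Luciferase read-out from HCMV-luciferase-infected HFFs (MOI 1 PFU/cell) 72 h post infection at 37C; compounds added after 16 h cell attachment; activity normalized between buffer-only basal and Salinomycin (10uM) inhibitor controls.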
AMA1 RON2 block: qHTS for Inhibitors of AMA1-RON; Towards Development of Antimalarial Drug Lead: Primary Screen; AID 720542, 2013; AlphaScreen AMA1-biotinylated RON2 peptide binding; Potency, µM (series often up to 58.2 µM), without a hit: at the top dose activity change, negative = inhibition, most hits filed as inhibitors; 0.2% of 360,000 active; Plasmodium falciparum AMA1 (3D7) - RON2 peptide interaction;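 note: potency is the fitted concentration of half-maximal effect; 0% = vehicle wells and -100% = peptide control; nearly all actives have a fitted effect of over 45% in size; some results filed as inactive show a strong effect at the top dose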
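AMA1 (3D7) with his tag at 25 nM final met compounds first, then biotinylated RON2 peptide at 25 nM; detection used donor plus acceptor beads, 10 µg/mL apiece, read by AlphaScreen after 30 min at room temperature.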
FBPA Giardia inh: qHTS Assay for Inhibitors of Fructose-1,6-bisphosphate Aldolase from Giardia Lamblia | 0.71% of 290,000 active | purified Giardia FBPA | Potency, µM (titrated, usually from 59.6 µM), without a hit: at the highest dose activity, negative = inhibition, usual class: inhibitors; note: potency is the fitted concentration of half-maximal effect; nearly all actives have a fitted effect of over 55% in size
Target sequence (A8B2U2 whole entry, looked up): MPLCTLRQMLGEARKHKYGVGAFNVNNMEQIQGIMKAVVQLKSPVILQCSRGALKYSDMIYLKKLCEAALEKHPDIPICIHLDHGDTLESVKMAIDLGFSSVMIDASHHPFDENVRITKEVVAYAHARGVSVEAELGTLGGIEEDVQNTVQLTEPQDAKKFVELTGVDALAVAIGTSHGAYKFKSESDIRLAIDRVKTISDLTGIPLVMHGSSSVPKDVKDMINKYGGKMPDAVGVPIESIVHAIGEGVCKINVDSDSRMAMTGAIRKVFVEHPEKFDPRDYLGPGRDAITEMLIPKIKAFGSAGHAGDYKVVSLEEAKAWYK
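Giardia FBPA (40 nM reagent) was preincubated 10 min at RT with compound (up to 57.5 uM final), then substrate plus GAPDH/TPI/NAD/arsenate coupling system with diaphorase/resazurin was added; resorufin fluorescence (525/598 nm) was read after 20 min.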
AmpC detergent: qHTS Inhibitors of AmpC Beta-Lactamase (assay with detergent); Potency, µM (doses to about 114 µM), without a hit: top-dose activity change, negative = inhibition, actives largely listed as inhibitors; AmpC hydrolysis of nitrocefin, absorbance 480 nm, 0.01% Triton; AID 485294, 2010; 0.041% of 370,000 active;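 note: potency is the fitted concentration of half-maximal effect; 0% = no-compound wells and -100% = no-enzyme wells; nearly all actives have a fitted effect of over 25% in size; some results filed as inactive show a strong effect at the top dose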
Target sequence (P00811 whole entry, looked up): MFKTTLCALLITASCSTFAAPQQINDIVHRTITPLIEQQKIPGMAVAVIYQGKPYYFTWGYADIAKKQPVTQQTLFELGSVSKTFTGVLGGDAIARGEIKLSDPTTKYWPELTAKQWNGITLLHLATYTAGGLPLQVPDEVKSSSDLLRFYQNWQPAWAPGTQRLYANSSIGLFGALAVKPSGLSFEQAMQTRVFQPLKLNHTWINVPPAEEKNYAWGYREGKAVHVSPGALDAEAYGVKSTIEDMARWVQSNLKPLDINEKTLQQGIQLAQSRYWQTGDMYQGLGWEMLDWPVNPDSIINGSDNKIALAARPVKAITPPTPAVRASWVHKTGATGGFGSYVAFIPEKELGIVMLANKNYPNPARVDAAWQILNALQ
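20 mM phosphate pH 7.0 + 0.01% (detergent screen) or 0.0001% Triton X-100; 5.3 nM AmpC reagent; cpd preinc 15 min RT; nitrocefin (800 uM stock) to start; A480 q20 s × 4 min; Activity was normalised to no-enzyme and no-compound control wells.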
HCV inhibitor: qHTS Assay for Inhibitors of Hepatitis C Virus (HCV). Huh7.5.1 HCVcc-Cre infection, luciferase reporter, 44 h. 3.4% of 340,000 active. Potency, µM (highest dose often 41.8 µM), inactives show at the top dose activity change, negative = inhibition, most hits filed as inhibitors; note: potency is the fitted concentration of half-maximal effect
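Antiviral activity was scored by luciferase reporter output from cells infected with HCVcc-Cre (~0.5 moi) in presence of compound, 44 h infection period, cells seeded 1,000/well 4 h prior.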
Sm TGR block: qHTS Assay for the Inhibitors of Schistosoma Mansoni Peroxiredoxins; purified TGR, DTNB reduction, TNB absorbance 405 nm; Potency, µM (series often up to 114 µM), inactives show at the top dose activity change, negative = inhibition, usual class: inhibitors; 3% of 360,000 active; AID 485364, 2010; note: potency is the fitted concentration of half-maximal effect; nearly all actives have a fitted effect of over 60% in size
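First, TGR (20 nM dispensed) and NADPH were mixed with compound. Second, a 15 min room-temperature incubation followed. Third, further NADPH and then DTNB were added to start the reaction. Finally, TNB absorbance was monitored kinetically.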
* = called active by the depositor; ? = inconclusive; / = not tested or not shown; & = joins results of further samples; [ ] = remark or other dose. Unless noted, calls come from the whole dose curve; as a rule, active = well fitted curve in the direction sought with a large enough effect; inconclusive = small, poorly fitted or top-dose-only effect, or another doubt; inactive = no such curve, though single readings can be large; an effect the other way counts as inactive or inconclusive. Unless noted, % is set by controls: 0 for no effect and ±100 for the full control effect.

SMILES	HCMV antiviral	AMA1 RON2 block	FBPA Giardia inh	AmpC detergent	HCV inhibitor	Sm TGR block
CC(=O)/C=N/Nc1ccccc1	20	-22%	0%	?	-2%	-30%
Cc1cc(C)c(OCC(=O)OCC(=O)NCc2cccs2)c(C)c1	-19	0%	/	?	14%	6%
COc1ccc(CCn2c(N)cc(=O)[nH]c2=S)cc1OC	14	-4%	-5%	?	?	2%
Cc1ccc(C(=O)OCC(=O)Nc2ccccc2Cl)c(O)c1	-11	-2%	7%	5%	-1%	8%
CCOc1ccc(S(=O)(=O)n2ccc(C)n2)cc1	-1	2%	-3%	?	11%	-11%
Cc1cccc(CCNC(=O)c2nn(C)c3c2CSc2ccccc2-3)c1	-28	/	/	4%	/	-24%
O=C(NCc1ccc(F)cc1)C1CCN(S(=O)(=O)c2ccc(Br)s2)CC1	-38	2%	5%	2%	?	-4%
Cc1ccc(NC(=O)Cn2c(=O)n(Cc3ccccc3)c(=O)c3sc4ccccc4c32)cc1	55	/	/	-6%	/	0%
CCOC(=O)CNC(=O)CSc1nc2cccnc2n1C1CCCCC1	41	17%	-13%	2%	-7%	-24%
O=C(Nc1ccc(Cl)c(-c2nc3cc(Cl)ccc3o2)c1)c1cc([N+](=O)[O-])ccc1N1CCOCC1	-6	/	/	-5%	/	-6%
Cc1ccc(C2N=C(N)Nc3nc4ccccc4n32)cc1 (stereo not given)	-17&14	16%	-1%	-12%&6%	16%	13%&-4%
Cc1ccc(-n2c(C)cc(-c3csc(N)n3)c2C)cc1	?	-4%	-16%	?	?	-12%
Cc1ccc(OCc2nnc(SC3CCc4ccccc4C3=O)n2C)cc1 (stereo not given)	2	-6%[11.6 µM]	?	?	-14%	18µM*
C[C@H]1CN([C@@H](C)CO)C(=O)c2cccc(NC(=O)C3CC3)c2O[C@H]1CN(C)Cc1ccncc1	9	-3%	/	/	-9%	/
O=C(COc1ccccc1Br)NC1CCCC1	8	-3%	5%	-2%	?	0%
COc1ccccc1N(C)S(=O)(=O)c1ccc(C(=O)Nc2ccc3nc(C)sc3c2)cc1	-85*	-1%	-1%	?	?	2%
O=C(c1ccc(CS(=O)c2ccccc2Cl)o1)N1CCOCC1 (stereo not given)	6	-4%	/	0%	17%	32µM*
Cc1ccccc1/C=N\NC(=O)c1csnn1	24	11%	-8%	-8%	-3%	?
O=C(NCCS(=O)(=O)N1CCN(c2cccc(Cl)c2)CC1)c1cc(=O)c2ccccc2o1	?	1%	5%	2%&19%	?	4%&4%
CCCOc1ccc(C2C(C(=O)OC)=C(C)N=C3SCCC(=O)N32)cc1OCC (stereo not given)	50	-9%	-2%	-3%	?	-3%

Random excerpt: 2 entries already listed.
SMILES	HCMV antiviral	AMA1 RON2 block	FBPA Giardia inh	AmpC detergent	HCV inhibitor	Sm TGR block
CCOC(=O)CNC(=O)CSc1nc2cccnc2n1C1CCCCC1	41	17%	-13%	2%	-7%	-24%
Cc1ccccc1/C=N\NC(=O)c1csnn1	24	11%	-8%	-8%	-3%	?

(continued)
SMILES	HCMV antiviral	AMA1 RON2 block	FBPA Giardia inh	AmpC detergent	HCV inhibitor	Sm TGR block
Cc1ccccc1NC(=O)C1CC(=O)N(Cc2ccccc2)C1 (stereo not given)	-30	-4%	3%	9%	3%	3%
Cc1ccc(NC(=O)CCc2nc3ccccc3s2)c(O)c1	31	5%	-15%	0%	3%	-1%
CCN(CC)C(=O)c1cc(-c2ccc(Br)cc2)on1	53	9%	11%	-9%	-11%	0%
Cc1ccc(C(=O)N/N=C/c2cn(Cc3ccccc3)c3ccccc23)cn1	-37	30%	-2%	-7%	?	7%
CCCn1c(COc2ccccc2OC)nc2ccccc21	-10	8%	-10%	-2%	-4%	3%
COc1cccc(C(=O)Oc2ccc3ccc(=O)oc3c2)c1	31	9%	4%	-14%	3%	-6%
Cc1ccc(S(=O)(=O)N[C@@H](C)C(=O)N2CCC(C(=O)N[C@@H](Cc3ccccc3)C(=O)O)CC2)cc1	-30	11%	-1%	-11%	18%	-11%
Nc1ccc2c(c1Cl)C(=O)c1ccc(N)c(Cl)c1C2=O	18	-5%	-18%	?	-15%	-1%
Cc1ccc(Sc2nc(-c3ccccc3)ccc2C#N)cc1	-6	10%	4%	6%	-30%	8%
O=C(Cc1cnn(-c2ccccc2)c1)c1ccc(O)c(O)c1O	52	-2%	3.5µM*	0%	-20%	?
C[N+]1(CCCCCCC(=O)/C=N/O)CCCCCC1	62	-1%	9%	4%	9%	1%
CC(=O)Nc1ccccc1C(=O)C(=O)NCCc1ccccc1	-26	3%	5%	-1%	9%	-1%
O=C(c1ccccc1Cl)n1nc(-c2ccco2)nc1NCc1cccs1	31	/	/	-5%	/	-13%
COc1ccc(S(=O)(=O)NC(C)C(=O)NCc2cccnc2)cc1Cl (stereo not given)	18	2%	-1%	-12%	8%	-2%
Cc1cc2cc(CN(Cc3ccc4c(c3)OCO4)C(=O)c3ccco3)c(=O)[nH]c2cc1C	/	-7%	-29%	-4%	-69%	0%
Cc1ccc(-c2csc(NC(=O)c3ccc(S(=O)(=O)N4CCc5ccccc54)cc3)n2)cc1	?	-8%	-8%	-23%	4.5µM*	-8%
CCCSc1nc2cc(C)c(C)cc2n1CC(O)CO (stereo not given)	-33	9%	-4%	-3%	-4%	-9%
C[C@H](CO)N1C[C@H](C)[C@@H](CN(C)Cc2ccccc2)Oc2c(NS(=O)(=O)c3cn(C)cn3)cccc2C1=O	-6	12%	/	/	?	/
Cc1ccc2c(c1)OC(c1ccc3c(c1)OCCO3)CC2=O (stereo not given)	-4	-10%	14%	0%	?	13%
O=C(O)Cn1cc(C(=O)c2ccccc2F)c2ccccc21	-9	14%	0%	1%	10%	-7%

One compound at a time, as listed above. Order of values: HCMV antiviral, AMA1 RON2 block, FBPA Giardia inh, AmpC detergent, HCV inhibitor, Sm TGR block
Cc1ccc(-c2csc(NC(=O)c3ccc(S(=O)(=O)N4CCc5ccccc54)cc3)n2)cc1 is entered as ?, -8%, -8%, -23%, 4.5µM*, -8%
Cc1cc2cc(CN(Cc3ccc4c(c3)OCO4)C(=O)c3ccco3)c(=O)[nH]c2cc1C is entered as /, -7%, -29%, -4%, -69%, 0%

(list continues)
SMILES	HCMV antiviral	AMA1 RON2 block	FBPA Giardia inh	AmpC detergent	HCV inhibitor	Sm TGR block
CN(C)c1ccc(CN(CC2CCCO2)C(=O)c2cccs2)cc1 (stereo not given)	-23	0%	15%	-8%	4%	-4%
N#Cc1cc(-c2ccccc2)oc1NC(=O)c1ccco1	110	-5%	4%	?	?	-23%
Cc1nc2ccc(Cl)cc2c(=O)n1-c1ccc([N+](=O)[O-])cc1	8	-11%	11%	?	1%	0%
Cc1c(C(=O)Nc2ccccc2)sc2nc(-c3ccccc3)cn12	1	3%	-1%	?	8.9µM*	2%
Cc1ccc(C)c(N(CC(=O)NN=C2CCN(C)CC2)S(=O)(=O)c2ccccc2)c1	?	7%[11.6 µM]	-11%	-8%	0%	-22%
COC(=O)c1sccc1S(=O)(=O)Nc1ccc(Cl)cc1	25	34%[activator]	-16%	-3%	4%	14%
COc1ccc2nc(CCN(C)C(=O)C3CCC(=O)N(Cc4cccc(F)c4)C3)[nH]c2c1 (stereo not given)	-33	-11%	0%	1%	8%	-7%
CCOc1ccc(C(=O)/C=C/c2cn(CC(O)CN3CCc4ccccc43)c3ccccc23)cc1 (stereo not given)	-23	/	/	23%	/	5%
Cc1cc(Cn2nc(C(=O)NCc3cccc(Br)c3)cc2-c2ccccc2)on1	33	33%[activator]	/	-4%	-44%	-1%
Cc1cccc(NC(=S)N2CCN(c3ccccc3)CC2)c1	-26	8%	2%	-3%	0%	0%
COc1ccc(/C=N/Nc2ccc(C(F)(F)F)cc2[N+](=O)[O-])cc1	-12	-1%	2%	-1%	19%	-23%
CCN(CC)C(=O)[C@H]1C[C@H](CC(=O)NCc2ccc(OC)c(OC)c2)C(=O)N2CCc3c([nH]c4cc(-c5ccco5)ccc34)[C@]12C	-13	?	/	/	?	/
CCCCC(=O)Nc1ccc(C(=O)NNC(=S)NC(=O)c2cccs2)cc1	35	61%[activator]	?	-2%	-5%	-21%
O=C(NC1CCCC1)C(c1ccncc1)N(C(=O)c1csnn1)c1cccc(Cl)c1 (stereo not given)	12	3%	-15%	-4%	6%	-6%
C/C(=N\NC(=O)c1sccc1C)c1ccncc1	72	53%[activator]	/	12%	5%	6%
COc1ccccc1CNC(=O)[C@H](C)NC(=O)C1CCN(C(=O)[C@@H](N)Cc2ccccc2)CC1	-3	-1%	-29%	-17%	0%	5%
COc1ccccc1NS(=O)(=O)c1cc(NC(=O)C(C)NC(N)=O)ccc1N1CCCC1 (stereo not given)	0	0%	/	2%	?	-7%
COc1ccc(Cl)cc1NC(=O)NCc1ccc2c(c1)OCO2	5	3%	/	-3%	?	0%
Cc1oc2cc(O)ccc2c(=O)c1-c1nncn1-c1ccccc1	-23	9%	-12%	1%	-11%	?

Ordered by formula weight (highest first): part of the list above
SMILES	HCMV antiviral	AMA1 RON2 block	FBPA Giardia inh	AmpC detergent	HCV inhibitor	Sm TGR block
O=C(Nc1ccc(Cl)c(-c2nc3cc(Cl)ccc3o2)c1)c1cc([N+](=O)[O-])ccc1N1CCOCC1	-6	/	/	-5%	/	-6%
Cc1ccc(S(=O)(=O)N[C@@H](C)C(=O)N2CCC(C(=O)N[C@@H](Cc3ccccc3)C(=O)O)CC2)cc1	-30	11%	-1%	-11%	18%	-11%
COc1ccccc1N(C)S(=O)(=O)c1ccc(C(=O)Nc2ccc3nc(C)sc3c2)cc1	-85*	-1%	-1%	?	?	2%
Cc1ccc(NC(=O)Cn2c(=O)n(Cc3ccccc3)c(=O)c3sc4ccccc4c32)cc1	55	/	/	-6%	/	0%
COc1ccc(/C=N/Nc2ccc(C(F)(F)F)cc2[N+](=O)[O-])cc1	-12	-1%	2%	-1%	19%	-23%
O=C(Cc1cnn(-c2ccccc2)c1)c1ccc(O)c(O)c1O	52	-2%	3.5µM*	0%	-20%	?
